From PubChem BioAssay
M5 PAM: positive allosteric modulators of human muscarinic M5 receptor | CHO-K1 hM5, Fluo-8 calcium, ACh EC20 PAM; 0% = ACh EC20, 100% = ACh EC100 | P08912 | activation, % at 3 µM | hit rate 0.3% among 360,000 | AID 624038;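 active = activation above the run cutoff, the mean activation of all test compounds plus 3 SD, cut at about 18% in these data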
Target sequence (P08912 whole entry, looked up): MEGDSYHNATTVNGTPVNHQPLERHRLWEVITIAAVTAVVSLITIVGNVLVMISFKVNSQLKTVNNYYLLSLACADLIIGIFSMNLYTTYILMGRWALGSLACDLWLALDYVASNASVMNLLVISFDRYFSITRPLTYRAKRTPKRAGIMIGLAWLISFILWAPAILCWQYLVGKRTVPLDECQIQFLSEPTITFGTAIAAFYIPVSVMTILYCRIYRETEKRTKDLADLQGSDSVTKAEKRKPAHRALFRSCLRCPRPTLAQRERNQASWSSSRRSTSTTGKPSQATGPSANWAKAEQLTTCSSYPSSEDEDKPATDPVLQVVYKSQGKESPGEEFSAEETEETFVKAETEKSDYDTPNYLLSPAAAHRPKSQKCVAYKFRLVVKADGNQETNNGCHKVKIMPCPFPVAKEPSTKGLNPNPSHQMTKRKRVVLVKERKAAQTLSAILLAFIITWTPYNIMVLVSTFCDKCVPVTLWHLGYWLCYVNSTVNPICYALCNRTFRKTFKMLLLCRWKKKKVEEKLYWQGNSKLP
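Probe or stimulus: acetylcholine, EC20 level; Assay system: human M5 receptor in CHO-K1 cells; Schedule: compound preincubation 140 s before EC20 acetylcholine addition; Technique: intracellular calcium via Fluo-8 fluorescence; Dosing: single-point, 3 µM nominal; Read-out basis: percent activation from peak-over-basal fluorescence ratio, scaled EC20-to-EC100 acetylcholine; Repeats: one well per compound, no replicates.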
CHRM4 PAM: potentiates acetylcholine response at human M4 receptor. CHO-K1 hM4/Gqi5, Fluo-8 calcium fluorescence, ACh EC20; 0% = ACh EC20, 100% = maximal ACh. activation, % at 3 µM. AID 624126. hit rate 0.4% among 360,000;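 active = activation above its plate's cutoff, the mean activation of sample wells plus 3 SD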; also: some results filed as inactive read as strong as hits
Target sequence (P08173 whole entry, looked up): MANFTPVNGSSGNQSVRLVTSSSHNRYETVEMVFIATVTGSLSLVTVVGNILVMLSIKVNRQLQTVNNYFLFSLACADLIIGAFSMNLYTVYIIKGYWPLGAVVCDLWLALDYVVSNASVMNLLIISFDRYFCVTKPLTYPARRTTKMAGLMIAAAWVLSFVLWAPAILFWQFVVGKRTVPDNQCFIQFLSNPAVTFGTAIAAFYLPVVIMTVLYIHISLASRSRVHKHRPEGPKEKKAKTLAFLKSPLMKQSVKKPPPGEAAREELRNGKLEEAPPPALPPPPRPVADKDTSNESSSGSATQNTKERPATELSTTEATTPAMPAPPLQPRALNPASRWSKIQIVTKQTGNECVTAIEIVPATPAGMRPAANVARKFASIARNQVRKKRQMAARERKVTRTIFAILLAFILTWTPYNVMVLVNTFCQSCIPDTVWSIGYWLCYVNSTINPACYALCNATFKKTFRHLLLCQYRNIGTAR
CRFBP-R2 block: CRF-BP/CRF-R2 complex antagonism | HEK293 CRF-R2/CRF-BP, CRF-induced calcium fluorescence | inhibition, % at 11.8 µM | hit rate 0.59% among 350,000 | AID 588475;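 active = inhibition of the ligand-induced calcium signal above about 50% at the single tested concentration, limit read from the data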
M4 ag: agonists of human muscarinic M4 receptor (CHRM4); CHO-K1 hM4/Gqi5, Fluo-8 calcium fluorescence; vehicle 0%, full acetylcholine response 100%; P08173; hit rate 0.14% among 360,000; activation, % at 3 µM;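 active = activation above the run mean over all test wells plus 3 SD, cut at about 32% in these data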;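 also: peak over basal fluorescence ratio per well then scaled between controls; 0% = DMSO wells and 100% = acetylcholine at EC100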
CRFBP-R2 agonist: agonists of human CRF-binding protein/CRF-R2 receptor complex. HEK293 CRF-R2/CRF-BP, calcium dye fluorescence (FLIPR); percent of saturating CRF peptide response. activation, % at 13.2 µM. hit rate 0.46% among 350,000;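 active = activation of at least 50%, plus an integration ratio under a set limit after plate pattern correction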;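 also: plate controls were neutral control wells without compound for no effect and CRF at EC100 for full effect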
IDE inh: cellular human IDE inhibition; P14735; HEK cells, FAbetaB cleavage, fluorescence polarization; inhibition, % at 5.59 µM; hit rate 0.41% among 320,000; AID 434962;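 active = percent inhibition above the average of all tested compounds plus 3 SD, set per screening campaign, cut at about 16% in these data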;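 also: IDE supplied by intact live HEK cells; FP after avidin binding of uncleaved biotin substrate so inhibition keeps polarization high; 0% = DMSO wells and 100% = 60 µM reference IDE inhibitor Ii1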
CHRM4 antagonist: antagonists of human muscarinic M4 receptor (CHRM4). CHO-hM4 cells, ACh EC80, Fluo-8 calcium fluorescence. hit rate 0.73% among 360,000. inhibition, % at 3 µM;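 active = inhibition above its plate's cutoff, the mean inhibition of sample wells plus 3 SD, cut at about 27% in these data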;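 also: 0% = acetylcholine EC80 with DMSO and 100% = DMSO without agonist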
CHRM5 antagonist: CHRM5 antagonism in calcium assay. P08912. inhibition, % at 3 µM. AID 624040. hit rate 0.59% among 360,000. CHO-hM5 cells, Fluo-8 calcium fluorescence, ACh EC80;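 active = inhibition above a per-plate cutoff, the mean of that plate's test compounds plus 3 SD, cut at about 27% in these data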;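 also: 0% = acetylcholine EC80 with DMSO and 100% = DMSO without agonist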
M5 ag: CHRM5 agonism in calcium assay; P08912; CHO-K1 hM5 cells, Fluo-8 calcium fluorescence; 0% DMSO wells, 100% maximal acetylcholine response; activation, % at 3 µM; hit rate 0.19% among 360,000; AID 624037;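 active = activation above the run's mean over test compounds plus 3 SD, cut at about 23% in these data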;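 also: signal is peak over basal fluorescence ratio across the kinetic read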
The depositor's hits bear a star; . = no result given.

Values in the order – M5 PAM	CHRM4 PAM	CRFBP-R2 block	M4 ag	CRFBP-R2 agonist	IDE inh	CHRM4 antagonist	CHRM5 antagonist	M5 ag
Cc1ccccc1S(=O)(=O)NC(=O)C1(C)CCN1C(=O)CC1CCCC1 (stereo unspecified)
  -1	6	.	1	.	.	-7	3	1
O=C(COc1ccccc1)Nc1c2c(nn1-c1ccccc1)CS(=O)(=O)C2
  12	5	-1	2	-0.7	0	-4	-10	1
O=C(NNC(=O)c1ccccc1-n1cccc1)c1ccc(Cl)c(Cl)c1
  9	3	-15	3	0.5	3	-5	-4	-1
Cc1ccc(S(=O)(=O)N2CCOCC2)cc1C(=O)OCC(=O)N1CCCC1=O
  1	10	-13	2	0.5	6	-8	10	0
O=C(O)c1ccc(N2C(=O)CSC2c2cccc([N+](=O)[O-])c2)cc1 (stereo unspecified)
  -3	4	-3	3	16	0	-7	8	-1
C[C@H]1CN([C@@H](C)CO)C(=O)CCCn2cc(nn2)CO[C@@H]1CN(C)S(=O)(=O)c1ccc(-c2ccccc2)cc1
  -2	9	-2	1	-1.0	.	-18	0	-2
CC(C)n1c(SCC(=O)NC2CC2)nnc1C1CC1
  -1	3	2	1	-0.4	-1	-1	-5	4
NS(=O)(=O)c1ccc(CNC(=O)C(c2ccccc2)c2ccccc2)cc1
  -11	1	19	1	-2.9	5	-8	-10	-2
O=c1c2c3c(sc2nc(N2CCNCC2)n1CCc1ccccc1)CCCCC3
  4	8	-8	5	-0.2	9	6	9	4
O=C(COC(=O)C1CCC1)NCCc1ccc(Cl)cc1Cl
  -1	-1	12	0	0.2	1	4	2	-4
Cc1ccc(C)c(Nc2cc(C)nc3ncnn23)c1
  -2	-2	5	-1	-2.5	-2	-3	8	-2
CCNC(=O)CCc1nc(-c2ccc(C(C)(C)C)cc2)no1
  0	2	-9	4	-0.4	-3	1	-2	5
CSCCC(NC(=O)c1ccc(Cl)cc1)C(=O)OCC(=O)Nc1cc(Cl)ccc1C#N (stereo unspecified)
  -3	1	-25	0	0.8	1	-13	5	-4
CCOC(=O)N1CCN(c2c(NCc3ccc(N(C)C)cc3)c(=O)c2=O)CC1
  -1	13	16	0	-3.3	-1	-20	-3	2
Cc1ccc(NS(=O)(=O)c2cccc(C(=O)NCCc3c[nH]c4ccccc34)c2)c(C)c1
  -6	-10	-10	6	-0.9	2	1	7	0
Cc1ccc2nc(SCC(=O)N3CCC(C)CC3)nc(=O)n2c1
  -4	4	1	1	5.1	8	7	5	5
COc1ccc(C)cc1Nc1n[n+](-c2ccccc2)c(-c2c(OC)ccc3ccccc23)s1
  -31	-6	27	21	-0.6	-3	17	27*	-2
Cc1nn(Cc2ccccc2)c2c1C(c1cccnc1)C(C#N)=C(N)O2 (stereo unspecified)
  4	0	10	0	-1.4	2	-1	-1	2
O=[N+]([O-])c1ccc(NCCNc2ccc([N+](=O)[O-])cc2)cc1
  -10	-2	11	3	-0.5	.	-1	14	1
Cc1cc2c3c(ccc(C)c3n1)N=CN2c1ccccc1
  3	18	-12	-2	1.2	0	-12	3	-6
CCN=C1S/C(=C\c2sccc2C)C(=O)N1CC
  -2	-11	-18	0	2.2	-4	5	2	0
CCN1CCN(Cc2ccc(NC(=O)c3ccc(C)c(NC(=O)c4nccn4C)c3)cc2C(F)(F)F)CC1
  6	12	3	0	-0.3	-1	-3	4	0
CC1=C(C(=O)OC(C)(C)C)C(c2ccc3ccccc3c2)NC(=O)N1C (stereo unspecified)
  -12	-15	-13	0	0.8	5	0	8	-10
Cn1nnnc1SCC(=O)c1c(N)n(C2CC2)c(=O)[nH]c1=O
  4	3	10	0	-0.9	-1	1	-1	-2
CCN(CC)S(=O)(=O)c1ccc(N2CCOCC2)c(NCC(=O)Nc2ccc(F)cc2)c1
  8	-9	4	0	-2.3	5	0	2	-2
Cc1cccc(-c2nc3c(c(SCC(=O)N(C)C)n2)CCCC3)c1
  -3	-1	-9	-2	-1.4	8	-5	2	0
Cc1cc2nc3c(c(C(F)(F)F)n2n1)CCCC3
  6	9	6	1	3.4	1	-19	-4	2
CC(C(=O)N1CCCc2c1c(=O)oc1ccc(O)cc21)N1CCc2ccccc2C1 (stereo unspecified)
  1	8	-17	5	0.9	-2	-12	4	-1
COc1ccc(N2CCN(c3cc(C)c4cccc(C)c4n3)CC2)cc1
  8	0	-16	1	-0.1	4	-9	-1	3
COC(=O)CN1C(=S)N(c2ccc(OC)cc2)C(=O)/C1=C/c1ccc(N2CCOCC2)cc1
  -3	0	-49	6	35	16	9	14	12
CS(=O)(=O)c1ccc(C(=O)NCc2ccc(F)cc2)cc1
  -3	-2	-9	1	0.7	-7	6	7	0
O=C(CCNC(=O)c1ccccc1Cl)NCC12CC3CC(CC(C3)C1)C2
  -2	5	11	1	-0.8	0	-4	2	-1
Cc1ccc(C(=O)C2=C(O)C(=O)N(Cc3cccnc3)C2c2cccc([N+](=O)[O-])c2)o1 (stereo unspecified)
  -1	1	8	0	-0.6	-4	-1	-4	0
CCCCN(C)CCCNC(=O)Cn1c(=O)sc2ccccc21
  9	4	4	1	3.3	5	-1	-9	-9
COc1cccc(C(=O)N2C(C(C)C)COc3cc(Br)ccc3S2(=O)=O)c1 (stereo unspecified)
  -8	-1	6	2	0.9	.	-6	6	0
Cc1cc(/C=N/NC(=O)c2ccccc2F)c(C)n1-c1ccccc1
  -4	-7	3	4	-2.2	-1	-7	-3	-3
C=CCNC(=O)COc1coc(CN2CCN(C(=O)c3ccco3)CC2)cc1=O
  -4	5	3	0	-0.6	1	-8	14	-1
O=C(Cn1cc(C(=O)c2ccco2)c2ccccc21)NC1CCCCC1
  -5	2	8	0	-2.5	-1	1	-5	0
COc1ccc(NC(=S)NCc2cccn2C)cc1
  2	-4	6	3	0.4	2	8	7	-2
Cc1cccc(Nc2nc(N)c([N+](=O)[O-])c(NCc3ccco3)n2)c1
  0	7	-96	-3	-1.3	0	-2	4	-2
COc1cccc(C(NC(C)=O)c2nc(-c3ccc4c(c3)OCO4)cs2)c1 (stereo unspecified)
  -8	-1	.	3	.	.	3	7	3
Cc1c(CN2CCCC(C(=O)c3cccc(OC(C)C)c3)C2)c(=O)n(-c2ccccc2)n1C (stereo unspecified)
  -6	-5	-4	1	-1.5	3	-16	-3	-9
O=C(CSc1nnnn1-c1ccccc1)c1ccco1
  1	1	-1	1	-2.3	1	3	6	-4
Cc1cc(Oc2ccc([N+](=O)[O-])cc2)nc(N2CCOCC2)n1
  -2	4	29	9	0.1	-1	-13	3	1
CN(C)c1ccc(C(=O)NN2C(=O)c3ccccc3C2=O)cc1
  -2	3	3	1	0.0	4	-2	7	3
COc1ccccc1NC(=S)N1CCC(c2nc3cc(C)c(C)cc3[nH]2)CC1
  -1	5	-1	6	-1.0	4	5	3	-1
O=C(O)CC(Cn1[nH]nnc1=S)c1ccccc1 (stereo unspecified)
  4	9	-4	0	-1.0	5	-8	-2	-2
FC(F)(F)C(F)(F)C(F)(F)c1nc2nc(Cl)c(Cl)nc2[nH]1
  -4	-7	-13	-1	1.8	.	8	0	3
Cc1ccc(NC(=O)c2ccc(Cl)c(N3C(=O)CCC3=O)c2)cc1
  1	9	14	3	-1.6	6	-8	2	-2
CC1O[C@@H](O[C@H](C)CC/C=C/C(=O)O)C(O)C[C@H]1O (stereo partly specified)
  12	12	0	3	1.0	-6	-11	-3	-2

Next compounds.
Values in the order – M5 PAM	CHRM4 PAM	CRFBP-R2 block	M4 ag	CRFBP-R2 agonist	IDE inh	CHRM4 antagonist	CHRM5 antagonist	M5 ag
O=C(O)/C=C/C(=O)NCCc1cccc(Cl)c1
  4	-1	5	1	-1.3	10	6	0	-2
CCOC(=O)c1cc(-c2ccccc2)nc2c1c(C)nn2-c1ccccn1
  -7	0	1	5	-2.6	-3	-12	4	2
Cc1cccc(C(=O)OCN2C(=O)c3ccccc3C2=O)c1[N+](=O)[O-]
  0	7	-8	3	1.8	2	16	11	1
COc1ccccc1CNC(=O)[C@H](C)NC(=O)C1CCN(C(=O)[C@@H](N)Cc2ccccc2)CC1
  -2	11	0	1	-1.6	3	-14	1	1
CC(=O)NC(C)(c1ccccc1)c1nc(-c2cccc(C#N)c2)cs1 (stereo unspecified)
  -2	1	.	1	.	.	2	3	-2
CCOc1ccc(S(=O)(=O)NCCC(=O)NCC(c2ccc(OC)cc2)N2CCCC2)cc1 (stereo unspecified)
  8	5	-8	1	1.4	3	-6	-6	-1
O=C(Oc1ccccc1C(=O)Nc1ccccc1)c1ccccc1Br
  -4	7	-16	4	-1.8	2	1	16	-3
O=C(Nc1ccc(Cl)cc1)c1ccc2c(=O)n3c(nc2c1)CCCCC3
  -17	-7	-8	19	-1.2	4	-11	-1	4
Cn1c(=O)[nH]c(NC2CCCCC2)c(N=O)c1=O
  -6	3	7	1	0.4	8	8	3	2
Cc1cccc(CN2CCC(n3nccc3NC(=O)CCCc3ccccc3)CC2)c1
  -4	-5	-6	8	0.1	.	0	1	0
COc1ccc(/C=N/Nc2ccc(C(F)(F)F)cc2[N+](=O)[O-])cc1
  -3	-12	-8	3	-0.9	-2	7	1	1
COc1cc(/C=N/Nc2cc(C)nc(NS(=O)(=O)c3ccccc3)n2)ccc1O
  6	12	7	-1	-0.6	3	-9	-2	-2
Cc1ccc(S(=O)(=O)NC2CC(=O)N(c3ccc4c(c3)OCCO4)C2)cc1 (stereo unspecified)
  -4	-2	15	3	-0.8	-5	-11	11	4
CN(C)S(=O)(=O)c1cccc(NC(=S)NC(=O)C2CCCCC2)c1
  -7	-4	-23	3	2.3	0	-11	8	-1
COc1ccccc1C(O)P(=O)(OCC(C)C)c1ccc(N(C)C)cc1 (stereo unspecified)
  -5	-6	2	10	0.3	-3	5	10	1
O=C(c1ccc(OC2CCN(CCc3ccccc3)CC2)cc1)N1CCCC1
  -7	-13	9	0	3.5	-4	11	8	-7
O=[N+]([O-])c1cccc(/C([O-])=C(/C(=S)Nc2ccccc2F)[n+]2ccccc2)c1
  -2	-5	1	0	-1.1	10	3	11	-4
Cc1ccccc1C(=O)Nc1scc(-c2ccc(Br)cc2)c1C(=O)O
  3	-2	68*	0	-1.3	-1	-1	-1	3
O=C(O)C1CC(=O)N(CCc2c[nH]c3ccccc23)C1 (stereo unspecified)
  8	1	-10	0	0.7	1	6	-10	-2
NC(=O)CS(=O)(=O)c1ccc(Cl)cc1
  8	-10	16	0	-0.5	2	5	-17	0
Cc1ccc(C)c(S(=O)(=O)NCc2cccnc2)c1
  1	-1	-8	0	0.8	2	4	1	-1
C#CCN(C[C@H]1[C@H](OC(=O)NCc2ccc(OC)c(OC)c2)[C@H](OC(=O)NCc2ccc(OC)c(OC)c2)C[C@H]2C(=O)N(c3ccccc3)C(=O)[C@@H]12)S(=O)(=O)c1ccc(C)cc1
  -7	3	0	4	0.1	.	-3	0	2
CN1C(=O)c2oc3ccccc3c(=O)c2C1c1ccncc1 (stereo unspecified)
  4	5	-34	1	-1.7	0	2	8	-1
